Compound activity deposited in PubChem BioAssay by several laboratories.
Rpn11 inh = inhibitors of human proteasome Rpn11; calls only at 20 µM; 360,000 tested, 0.59% active; human 26S proteasome, Ub4-pepOG fluorescence polarization; 20S core pre-blocked with epoxomicin;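 active means inhibition at 20 µM, scaled to each plate's controls, above about 33%, limit read from the data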
Target sequence (O00487 whole entry, looked up): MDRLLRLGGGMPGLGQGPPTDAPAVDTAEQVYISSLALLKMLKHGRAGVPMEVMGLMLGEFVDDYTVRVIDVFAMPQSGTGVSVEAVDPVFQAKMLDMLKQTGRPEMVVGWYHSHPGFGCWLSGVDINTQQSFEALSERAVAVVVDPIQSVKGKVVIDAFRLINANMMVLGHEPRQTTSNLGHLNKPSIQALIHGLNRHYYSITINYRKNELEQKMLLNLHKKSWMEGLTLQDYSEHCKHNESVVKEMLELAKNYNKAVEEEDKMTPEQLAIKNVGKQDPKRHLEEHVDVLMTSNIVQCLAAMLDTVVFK
CSN inh = CSN deneddylation inhibition. Q92905. Purified CSN, SCF-Nedd8-OG deneddylation, fluorescence polarization. inhibition, % at 12.5 µM. 360,000 tested, 0.38% active;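 active means pattern-corrected inhibition above about 35%, with an unprinted fluorescence ratio check between 0.5 and 1.5, limit read from the data, passing the limit was not always enough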;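 further: 0% = enzyme with substrate and 100% = substrate without enzyme; some results filed as inactive read as strong as hits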
Target sequence (Q92905 whole entry, looked up, one chain of several): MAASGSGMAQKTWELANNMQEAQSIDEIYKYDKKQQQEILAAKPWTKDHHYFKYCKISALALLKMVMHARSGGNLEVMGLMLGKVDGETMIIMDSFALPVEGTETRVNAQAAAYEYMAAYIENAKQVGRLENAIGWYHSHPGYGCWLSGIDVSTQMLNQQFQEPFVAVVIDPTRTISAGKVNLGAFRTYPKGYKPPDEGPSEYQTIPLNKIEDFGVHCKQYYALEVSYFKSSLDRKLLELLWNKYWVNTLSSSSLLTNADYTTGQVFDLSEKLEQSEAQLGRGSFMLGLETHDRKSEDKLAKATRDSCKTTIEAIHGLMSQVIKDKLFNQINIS
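assay system = purified human Csn5 enzyme expressed in HEK293T cells | amount = 0.24 nM enzyme | buffer or medium = Tris/NaCl/DTT buffer, pH 7.5 | reagent = 10 nM SCFSkp2-Nedd8OG | compound = one concentration, 12.5 µM, 0.25% DMSO | times = 90 min reaction at room temperature | signal = FP | read-out basis = % inhibition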
eLon inh = inhibits E. coli Lon protease; inhibition, % at 7.94 µM; purified E. coli Lon protease, fluorescence polarization; AID 602123; 360,000 tested, 0.42% active; in the data active means inhibition above about 13%, passing the limit was not always enough;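 further: 0% = enzyme with probe and DMSO and 100% = no enzyme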
bovine MsrA act = activators of bovine methionine sulfoxide reductase A; purified bovine MsrA, absorbance read-out; 360,000 tested, 0.3% active; AID 602163; activation, % at 10.6 µM; in the data active means activation above about 7.5%;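 further: 0% = vehicle and 100% = reference activator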
MT1-MMP act inh = MT1-MMP (human) activation inhibition. P50281. HT1080 RFP-PRO-GFP cells, GFP/RFP ratio fluorescence, overnight; percent of plate control window, DMSO zero. GFP/RFP ratio change, % at 20 µM. 360,000 tested, 0.061% active;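 active means GFP/RFP ratio change of at least 30% with cell ATP level not reduced by more than half and red fluorescence within 50% of control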; further: strong numbers were not always called active
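Assay system: HT1080 cells carrying an RFP-PRO-GFP reporter | Dosing: Single dose of 20 µM compound, 1% DMSO final | Incubation: Cells overnight before dosing, compound overnight, 37 °C, 5% CO2 | Evaluation: GFP/RFP fluorescence ratio | Control set: DMSO and RFP-L50D-GFP cell wells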
MsrA inhibitor = inhibitors of bovine MsrA; purified bovine MsrA, absorbance read-out; inhibition, % at 15.5 µM; 360,000 tested, 0.75% active; AID 651718; in the data active means inhibition above about 4.5%;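 further: 0% = vehicle wells with enzyme and 100% = reference inhibitor wells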
FAS TE block = blocks the thioesterase domain of human fatty acid synthase | P49327 | recombinant FAS-TE, OMFH fluorogenic substrate, fluorescence endpoint | inhibition, % at 15 µM | 360,000 tested, 0.67% active;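 active means compounds whose normalised, plate-corrected inhibition of enzyme fluorescence in the single-dose primary screen is 50% or more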;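 further: 0% = DMSO with enzyme and 100% = substrate without enzyme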
PABP1 MLLE inh = inhibitors of microRNA-mediated deadenylation, human PABP1 MLLE binding; GST-MLLE / FITC-PAM2 fluorescence polarization; inhibition, % at 20 µM; 360,000 tested, 0.36% active; AID 588489; in the data active means inhibition above about 35%, passing the limit was not always enough;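 further: plate controls were DMSO wells with GST-MLLE for no effect and wells lacking GST-MLLE protein for full effect; some results filed as inactive read as strong as hits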
Rin1 Abl inh = blocks binding of human Rin1 to Abl; 360,000 tested, 0.4% active; AID 588664; inhibition, % at 7.35 µM; TR-FRET Rin1/Abl binding, biochemical; in the data active means inhibition above about 5%, passing the limit was not always enough
* marks the source's active call; other numbers are inactive results; i = inactive; / = no result given; & = joins results of further samples.

SMILES	Rpn11 inh	CSN inh	eLon inh	bovine MsrA act	MT1-MMP act inh	MsrA inhibitor	FAS TE block	PABP1 MLLE inh	Rin1 Abl inh
CCn1c(=O)c2cc(S(=O)(=O)NCc3ccccc3)ccc2n(CC)c1=O	i	1	-3	3	6	0.2	-1	4	-2
COc1ccc(NC(=O)N2CCC(c3ccccc3)C2)c(OC)c1 (configuration not stated)	i	2	2	-1	2	-1.0	-4	-6	3
S=C(Nc1ccc(Cl)cc1)Nc1cccc2cnccc12	i	20	-9	-3	-1	0.1	2	15	-8
CCOC(=O)c1c(C)c(-c2ccccc2)n(CC(=O)N2CCCC2)c1C	i	-6	0	-3	-4	-0.1	-4	-6	0
O=C(c1cc(-c2ccc(Cl)c(Cl)c2)on1)N1CCN(c2ccccc2)CC1	i	-4	2	0	2	-1.0	8	-3	2
COc1ccc(C2/C(=C(\O)c3ccc4c(c3)OCCO4)C(=O)C(=O)N2CCCn2ccnc2)cc1 (configuration not stated)	i	-1	3	-3	-3	1.7	-2	18	1
COc1ccc(CC2(CO)CCN(CC3=Cc4cc(Cl)ccc4OC3)CC2)cc1	i	-8	10	0	0	1.1	25	6	0
NC1=NC(=O)/C(=C\C=C\c2ccccc2)S1	i	1	-5	4	1	3.3	-13	-3	-6
COC(=O)NC(NS(=O)(=O)c1ccccc1)(C(=O)OC)C(F)(F)F (configuration not stated)	i	1	-6	-2	4	-0.4	-6	5	1
COC(=O)CSC1=C(C#N)C(c2ccccc2OC)C(C(=O)OC)C(=O)N1 (configuration not stated)	i	-2	1	-4	2	0.5	-5	-2	-1
Cc1cc(NC(=O)c2ccco2)ncc1NC(=O)CCc1ccccc1	i	-2	4	-1	1	-0.9	-7	-9	1
C=CCOc1ccc(C(c2c(C)n(C)n(-c3ccccc3)c2=O)c2c(C)n(C)n(-c3ccccc3)c2=O)cc1	i	-2	-9	-3	2	-0.2	1	-10	3
COC(=O)c1cccc(NC(=O)CSc2nc(=O)cc(N)n2-c2ccccc2)c1	i	-6	-1	-10	1	-0.8	-18	10	-1
O=C(CSc1nc2cc(Cl)ccc2s1)N1CCN(C(=O)c2ccco2)CC1	i	0	-15	-2	4	-0.3	4	-24	1
CC(C)N1CCN(S(=O)(=O)c2ccc3ccccc3c2)CC1	i	1	3	-6	4	0.1	-1	8	0
CCOc1ccc(NC(=O)c2ccc(N3CC4CC(C3)c3cccc(=O)n3C4)c(NC(=O)CCN3CCOCC3)c2)cc1 (configuration not stated)	i	-1	-7	-4	0	-0.4	-7	8	0
O=P1(O)CC2=C(CC=CC2)C1	i	-3	0	0	-4	-0.3	-7	3	3
COc1cc2cnc(-c3ccccc3)cc2cc1OC	i	2	-8	-2	3	0.9	4	1	-1
Cc1ccc(CSCCNC(=O)c2ccc(C)cc2)cc1	i	-13	3	-11	0	1.5	10	2	-1
O=C(NNC(=O)c1ccccc1C(=O)O)c1cc2ccccc2o1	i	-4	-5	-6	-2	-0.1	-10	-6	4
O=C(/C(=C/O)N=Nc1ccccc1)c1ccncc1	i	1	-4	-3	1	3.2	-2	15	-5
CC(C)(C)NC(=O)COC(=O)c1ccccc1Nc1ccc(SC(F)F)cc1	i	3	5	0	0	1.4	21	10	-4
CNC(=O)c1csc(-c2ccc(C)cc2)n1	i	4	7	-3	7	-0.5	-8	-10	0
CN1CC=C2C(C#N)=C(N)C(C#N)(C#N)C(c3cccc(Cl)c3Cl)C2C1 (configuration not stated)	i	0	12	-6	-46	0.6	-32	55	0
Cc1ccc(C(c2nnnn2C2CCCC2)N2CCN(c3nc4ccccc4s3)CC2)cc1 (configuration not stated)	i	3	-6	-11	-8	0.6	25	14	-1
Cc1ccc(OCC(=O)NNC(=O)Cn2nnc(-c3ccccc3)n2)cc1	i	-5	1	-3	1	1.4	-1	11	2
Cn1c(SCc2cccc(Br)c2)nc2ccccc2c1=O	i	-8	-6	-2	-4	0.2	22	5	-1
O=C(CCC(=O)Nc1ccccc1Cl)NN=C1CCCC1	i	-3	10	-3	0	0.5	-5	9	-1
CC1(C(=O)NS(=O)(=O)C2CC2)CCN(C(=O)c2ccc(F)cc2Cl)C1 (configuration not stated)	i	-4	-1	-7	-2	0.5	-10	5	1
O=C(Nc1nnc(SCc2ccccc2)s1)c1cccs1	i	3	-3	-3	-3	-0.6	-3	8	0
O=C1C2C3C=CC(CC3)C2C(=O)N1c1ccc([N+](=O)[O-])cc1 (configuration not stated)	i	-1	-13	0	-2	-0.6	0	5	1
CO/N=C(\CS(=O)(=O)Cc1ccc(OC)cc1)c1ccc(Cl)cc1	i	-4	2	1	-2	0.9	7	10	1
COc1cc2c(OC(C)=O)c3c(c(-c4ccc5c(c4)OCO5)c2cc1OC)C(=O)OC3	i	2	2	-5	-9	1.0	12	-7	-1
Cc1ccc(C)c(C(O)c2ncc(-c3cccc(C(F)(F)F)c3)[nH]2)c1 (configuration not stated)	i	2	-1	-2	5	0.1	9	6	-3
CC(C)CNC(=S)NNC(=O)c1nn(C)cc1Cl	i	3	2	-2	0	-1.0	-7	-33	1
CN1CCN(NC(=O)CSc2ccc(Cl)cc2Cl)CC1	i	5	-5	-5	0	0.0	-14	1	-1
Cc1cc(-c2ccc(C(C)C)c(S(=O)(=O)N3CCN(c4ccccn4)CC3)c2)on1	i	2	-11	-4	-4	0.4	28	-9	2
COc1ccccc1N1CCN(C(=O)c2cc(C3CC3)on2)CC1	i	2	-1	-3	0	0.0	-5	17	1
CSc1ccccc1C(=O)Nc1ccccc1C(=O)N1CCCC1	i	-1	3	-1	-1	-1.2	-3	13	-1
CC(C)(C)C(=O)OCc1nc(-c2ccc(Cl)cc2)cs1	i	-4	1	0	-2	-0.7	43	1	1
CC1(C)COC(c2cc3c(cc2Br)OCO3)OC1	i	-6	8	0	4	0.5	1	2	2
Cc1ccc(NC(=O)CN(C)C(=O)CNC(=O)c2cccs2)cc1	i	4	-6	0	2	1.3	-6	8	-2
CSc1ccc(/C=N/n2c(COc3ccccc3)n[nH]c2=S)cc1	i	2	-4	1	-2	2.5	12	-95	6
CC1(C(=O)NCc2cccc3ccccc23)CCN1C(=O)Cc1ccc(-c2ccccc2)cc1 (configuration not stated)	i	-3	7	-8	0	1.4	23	-5	3
NS(=O)(=O)c1ccc2nc(NC(=O)CS(=O)(=O)c3ccc(F)cc3)sc2c1	i	4	-6	-10	2	0.9	-6	-6	-3
Cc1cc(CN(C)C(=O)C2CCC(=O)N(CCc3ccccc3)C2)n[nH]1 (configuration not stated)	i	-4	-2	-1	0	-0.6	-3	12	3
CC(C)c1ccccc1OCCNC(=S)NC(=O)c1cccnc1	i	3	8	-2	-6	0.8	20	16	-1
COc1ccc(CC2(CO)CCN(Cc3ccc4nsnc4c3)CC2)cc1	i	0	-4	-1	0	0.6	3	-27	7
C=CCn1c(SCC(=O)NCC2CCCO2)nc2scc(-c3ccccc3)c2c1=O (configuration not stated)	i	6	-12	-2	-1	0.3	4	0	-2
Cc1ccc(C(=O)N2CCc3ccccc32)cc1NC(=O)c1ccco1	i	-5	-11	-1	1	0.1	1	8	0
CCOc1ccc(N=C2C(=O)Nc3ccc(C)c(Br)c32)cc1	i	3	-6	0	0	0.4	-4	-1	-6
Cc1cc(Cl)ccc1OCC(=O)Nc1ccccc1NS(=O)(=O)c1cccs1	i	-10	1	-3	3	0.2	6	12	-1
O=C(NCC1CCCO1)c1c(O)c2c([nH]c1=O)CCCC2 (configuration not stated)	i	0	0	-2	8	-0.4	-10	-3	-4
CCC/C=C1/CCCOC(C(=O)NCc2ccccn2)(C(F)(F)F)C1 (configuration not stated)	i	-4	-1	0	-1	0.6	-8	1	-2
COC(=O)c1c(C)oc(C)c1S(=O)(=O)Nc1ccc(C(C)C)cc1	i	-2	11	-4	3	1.6	32	2	0
COc1cccc(-c2cc(C(=O)Nc3ccccc3SC)no2)c1	i	-1	-8	-7	3	-0.7	18	1	1
CN(C)S(=O)(=O)c1ccc(Cl)c(NC(=O)COC(=O)c2ccc(O)cc2)c1	i	-14	2	-1	1	-0.8	3	4	1
C#CCOc1nc(Nc2cccc([N+](=O)[O-])c2)nc(OCC#C)n1	i	1	-9	-6	0	-1.2	19	5	-1
CCOc1cc(/C=C(\C#N)C(=O)Nc2cccc(C(=O)O)c2)ccc1OCc1ccccc1Cl	i	3	-13	1	1	2.1	33	10	-2
CCOc1ccc(/C=N/NC(=O)CNC(=O)c2ccc(S(=O)(=O)N3CCOCC3)cc2)cc1	i	-1	-2	-3	-4	0.1	-4	1	0
Additional structures:
SMILES	Rpn11 inh	CSN inh	eLon inh	bovine MsrA act	MT1-MMP act inh	MsrA inhibitor	FAS TE block	PABP1 MLLE inh	Rin1 Abl inh
Cc1cc(N2C(=O)C3CC=CC(C)C3C2=O)no1 (configuration not stated)	i	7	8	-2	-3	-0.5	-1	1	-2
CCN1CCC(O)(C(C(=O)O)c2ccccc2)CC1 (configuration not stated)	i	3	10	-14	/	-0.1	3	10	5
Cc1ccc(CNC(=O)c2ccc(-n3cccc3)cc2)cc1	i	22	-10	-2	1	0.4	0	-12	-2
Cc1c(C(=O)Nc2ccc3c(c2)OCCO3)sc2ncnc(N3CCCCC3C)c12 (configuration not stated)	i	0	5	-10	8	1.7	17	3	-1
O=C(c1ccncc1)N(c1ccc(N2CCOCC2)cc1)C(c1ccccc1)c1nc2ccccc2[nH]1 (configuration not stated)	i	-1	-4	-4	3	0.1	-3	-5	4
Fc1ccc2[nH]c3c(NCCN4CCOCC4)ncnc3c2c1	i	5	2	-10	8	/	-3	-9	3
Cc1ccc(C)c(NC(=S)NNC(=O)c2ccc(Br)o2)c1	i	0	1	-2	1	-0.2	-7	17	1
CC(=O)c1c(C)nc(-c2ccccc2)nc1N	i	9	-5	-3	1	1.0	-7	-11	1
CCN(CC)C(=O)CSC1=C(C#N)C(c2cccs2)C=C(C)N1 (configuration not stated)	i	0	7	-3	-4	1.0	-2	-25	-5
Cc1cc(C)c(NC(=O)CN2CCN3CCCC3C2)c(C)c1 (configuration not stated)	i	-6&6	1&2	-9&-3	-7&-5	1.2&-0.4	-6&-10	3&-4	0&-2
CC(=O)OC(C(=O)NC1CCCCC1)c1ccc(Cl)c(Cl)c1 (configuration not stated)	i	9	-6	-2	0	-1.4	15	-3	-2
Cn1c2c(c(=O)n(C)c1=O)C(CC(=O)Nc1ccc(F)cc1)C(=O)N2 (configuration not stated)	i	2	-3	-3	3	2.1	-1	7	2

Grouped by structure: the compounds so far containing a CF3 group.
SMILES	Rpn11 inh	CSN inh	eLon inh	bovine MsrA act	MT1-MMP act inh	MsrA inhibitor	FAS TE block	PABP1 MLLE inh	Rin1 Abl inh
COC(=O)NC(NS(=O)(=O)c1ccccc1)(C(=O)OC)C(F)(F)F (configuration not stated)	i	1	-6	-2	4	-0.4	-6	5	1
Cc1ccc(C)c(C(O)c2ncc(-c3cccc(C(F)(F)F)c3)[nH]2)c1 (configuration not stated)	i	2	-1	-2	5	0.1	9	6	-3
CCC/C=C1/CCCOC(C(=O)NCc2ccccn2)(C(F)(F)F)C1 (configuration not stated)	i	-4	-1	0	-1	0.6	-8	1	-2

Of the compounds above, these contain a COOH group:
SMILES	Rpn11 inh	CSN inh	eLon inh	bovine MsrA act	MT1-MMP act inh	MsrA inhibitor	FAS TE block	PABP1 MLLE inh	Rin1 Abl inh
O=C(NNC(=O)c1ccccc1C(=O)O)c1cc2ccccc2o1	i	-4	-5	-6	-2	-0.1	-10	-6	4
CCOc1cc(/C=C(\C#N)C(=O)Nc2cccc(C(=O)O)c2)ccc1OCc1ccccc1Cl	i	3	-13	1	1	2.1	33	10	-2
CCN1CCC(O)(C(C(=O)O)c2ccccc2)CC1 (configuration not stated)	i	3	10	-14	/	-0.1	3	10	5
